Ins promoter up = MIN6 insulin promoter up-regulation; AID 1625; MIN6 insulin promoter-GFP reporter, high-content imaging; hits give high values; z-score at 5 µM; actives 0.3% (n = 190,000);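 active = z-score above 3 at 5 µM with at least 500 cells counted in the well; inconclusive = wells under 500 cells, flagged as cytotoxic or low count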
Dynein transport = dynein cargo transport inhibition. 3617.4 mouse cells, GR-EGFP nuclear translocation imaging; test concentration mostly 20 µM; stimulated with dexamethasone, 1 µM; hits give low values. z-score, hits read low. actives 0.47% (n = 220,000). AID 1381;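 active = plate z-score of nuclear minus cytoplasmic receptor signal below a set negative limit, without overly bright fluorescence or cell loss, cut at about -3.5 in these data, passing the limit was not always enough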;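 note: z-score of nuclear minus cytoplasmic ring GR-EGFP intensity difference per well; some compounds called inactive have numbers as strong as hits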
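Buffer or medium: tet-free, stripped-serum medium; Also added: dexamethasone, 1.0 µM final; Technique: high-content fluorescence imaging after fixation; Times: 48 h induction, 1 h compound, 30 min dex at 37 °C; Read-out: per-cell GR-EGFP intensity, nucleus versus surrounding cytoplasmic ring, well-averaged.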
ER stress rescue = rescue of cells from ER stress-induced death, primary screen, 384-well, CSM14.1, thapsigargin, ATP luminescence (AID 1222); CSM14.1 thapsigargin-induced death rescue, ATP luminescence; higher % means a stronger effect; cellular ATP content (survival), % at 20 µM, or EC50 in µM where a hit was titrated; 190,000 tested, under 10 active;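 active = EC50 below 50 µM in the dose-response confirmation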;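 note: death triggered by thapsigargin at about 15 µM added after 2 h compound pretreatment; cell ATP read after overnight thapsigargin exposure of roughly 18 to 22 hours; normalized against plate controls of thapsigargin alone and 5% DMSO vehicle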
Autophagy mod = alters autophagy in cells | actives 0.98% (n = 190,000) | calls only at 10 µM (by protocol) | MEF GFP-LC3 puncta imaging; test concentration mostly 10 µM;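 active = percentage of spot-positive cells more than 3 SD above its plate mean, without a fluorescence outlier flag or 80% toxicity; inconclusive = no clear call, values can overlap the other calls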;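 note: spot-positive cell cutoff set from DMSO-treated cells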
MT stabilizer = microtubule stabilization, imaging screen; % tubulin-high responders, % at 10 µM; actives 0.83% (n = 200,000); AID 2205; HeLa tubulin immunostaining HCS, 24 h; share of cells brighter than vehicle mean+2SD;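 active = plate Z-score above 3 for both tubulin-high and condensed-nucleus cell shares, with cell loss under 80%, at 10 µM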;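 note: anti alpha tubulin signal scored within the nucleus-defined area of each cell; some results filed as inactive read as strong as hits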
Yfh1-off respiration = enhancers of respiration in Yfh1-depleted yeast, dose response, Friedreich's ataxia, plus single-dose screen (AID 1465); S. cerevisiae Yfh1-off respiration, WST-1 reduction, 72 h; higher fold induction means a stronger effect; one-dose fold induction at 50 µM; EC50 in µM for titrated hits; actives 0.074% (n = 220,000);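 active = fold induction of absorbance versus untreated yeast above a set limit, then at least 30% activation at any dose in follow-up; inconclusive = repeats straddling the limit, or above it without dose testing; inactive = fold induction below the set limit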;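 note: activators that raise dye reduction in frataxin-depleted yeast; strong numbers were not always called active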
M1AAP inhibition = malaria alanyl aminopeptidase activity blockers – biochemical, fluorogenic H-Leu-NHMec substrate, 1536-well (AID 1445) | recombinant M1AAP, H-Leu-NHMec fluorogenic kinetic assay; higher % means a stronger effect | inhibition, % at 30 µM; hits with a dose series show IC50 in µM | actives 0.42% (n = 220,000);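 active = primary inhibition above the hit cutoff, then over 50% inhibition at one or more dose response concentrations, cut at about 23% in these data, passing the limit was not always enough; inconclusive = conflicting primary data, or primary hits not chosen for dose response; inactive = low primary inhibition, or under 50% at every dose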;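 note: plate controls were DMSO full reaction for no effect and no enzyme background for full effect; strong numbers were not always called active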
Hep lipid drop = hepatic lipid droplet formation modulation; AML12 mouse hepatocytes, oleate lipid droplets, BODIPY imaging; inhibition, % at 6.5 µM; actives 0.4% (n = 240,000);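 active = lipid droplet intensity inhibited by at least 50%, with more than 500 cells counted; inconclusive = wells with under 300 cells, treated as cytotoxic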
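Assay system: AML12 hepatocytes (mouse) / Also added: 100 µM oleic acid challenge / Times: overnight treatment with compound plus oleate / Detection: high-content imaging of BODIPY-stained droplets and DAPI nuclei / Evaluation: % inhibition of lipid droplet signal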
M17LAP inhibition = P. falciparum M17LAP inhibitors, primary screen, biochemical, fluorogenic H-Leu-NHMec substrate, 1536-well (AID 1619). recombinant M17LAP, H-Leu-NHMec fluorogenic kinetic assay; higher % means a stronger effect. actives 0.38% (n = 220,000). one-dose inhibition, % at 30 µM; IC50 in µM for titrated hits;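 active = compound inhibiting the enzyme by more than half at any dose during confirmatory dose-response retesting; inconclusive = strong single-dose inhibitors picked by rank but not retested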;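 note: plate controls were full reaction with DMSO carrier for no effect and no enzyme background for full effect; strong numbers were not always called active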
Dynein transport cytoplasmic EGFP = also measured in Dynein transport; calls as there; z-score; measured here: cytoplasmic GR-EGFP intensity; hits give high values
Dynein transport nuclear GR-EGFP = recorded beside Dynein transport, whose call it bears; z-score; measured here: nuclear GR-EGFP intensity;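 lower value marks the stronger effect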
Dynein transport cell count = also measured in Dynein transport; calls as there; z-score; measured here: cell count per field
Ins promoter up cell count = second read-out of Ins promoter up, no call of its own (marks repeat the call); cell count; measured here: cytotoxicity, nuclei count;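 total cells summed across four imaged fields per well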
Hep lipid drop cells 6.5 µM = second read-out of Hep lipid drop, no call of its own (marks repeat the call); cell count; measured here: cell count, cytotoxicity flag;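 cells counted across two imaged fields per well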
MT stabilizer Hoechst-high % = recorded beside MT stabilizer, whose call it bears; % Hoechst-high responders; measured here: nuclear condensation Hoechst responders;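 share of cells brighter than vehicle mean plus two SD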
MT stabilizer cytotoxicity % = also measured in MT stabilizer; calls as there; toxicity, %; measured here: cytotoxicity by cell density;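 0% = mean cell density of plate MIN control wells and 100% = no cells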
Autophagy mod cell loss 18 h = second read-out of Autophagy mod, no call of its own (marks repeat the call); toxicity, %; measured here: cell loss, nuclei count;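 cell loss after 18 h compound exposure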
The depositor's hits bear a star.

What do the screens show for `COC(=O)c1sc2cc(C(F)(F)F)cnc2c1-c1ccccc1`?
Ins promoter up: -0.45; Dynein transport: -0.84; ER stress rescue: -1.4%; Autophagy mod: inactive; MT stabilizer: 0.6; Yfh1-off respiration: inactive; M1AAP inhibition: 1.7%; Hep lipid drop: -12.9; M17LAP inhibition: -4.7%; Dynein transport cytoplasmic EGFP: -0.186; Dynein transport nuclear GR-EGFP: -0.771; Dynein transport cell count: 1.18; Ins promoter up cell count: 1768; Hep lipid drop cells 6.5 µM: 672; MT stabilizer Hoechst-high %: 1.8; MT stabilizer cytotoxicity %: 8.8; Autophagy mod cell loss 18 h: -3.1

What do the screens show for `N/C(=C/C(=O)c1ccccc1O)C(F)(F)F`?
Dynein transport: 1.49; ER stress rescue: 0.8%; Autophagy mod: inactive; MT stabilizer: 3.1; Yfh1-off respiration: inactive; M1AAP inhibition: 1.0%; Hep lipid drop: -4.0; M17LAP inhibition: 1.2%; Dynein transport cytoplasmic EGFP: -0.257; Dynein transport nuclear GR-EGFP: 0.808; Dynein transport cell count: -1.33; Hep lipid drop cells 6.5 µM: 553; MT stabilizer Hoechst-high %: 3.3; MT stabilizer cytotoxicity %: 7.3; Autophagy mod cell loss 18 h: 4.8

What do the screens show for `COc1ccccc1N1CCN(C(=O)c2sc3nc(-c4ccc(F)cc4)cn3c2C)CC1`?
Ins promoter up: -0.75; Dynein transport: 0.822; ER stress rescue: -1.7%; Autophagy mod: inactive; MT stabilizer: 3.0; M1AAP inhibition: 15.2%; Hep lipid drop: -2.9; M17LAP inhibition: 4.8%; Dynein transport cytoplasmic EGFP: -0.182; Dynein transport nuclear GR-EGFP: 0.568; Dynein transport cell count: 0.5; Ins promoter up cell count: 1769; Hep lipid drop cells 6.5 µM: 534; MT stabilizer Hoechst-high %: 1.3; MT stabilizer cytotoxicity %: 5.5; Autophagy mod cell loss 18 h: -1.0

How did CCN1CCN(Cc2ccc(NC(=O)CC3Oc4ccc(C)cc4NC3=O)cc2)CC1 (centres undefined) do in these assays?
Ins promoter up: 0.05; Dynein transport: -0.679; ER stress rescue: -1.3%; Autophagy mod: inactive; MT stabilizer: 6.0; Yfh1-off respiration: inactive; M1AAP inhibition: 0.7%; M17LAP inhibition: 3.4%; Dynein transport cytoplasmic EGFP: -0.187; Dynein transport nuclear GR-EGFP: -0.192; Dynein transport cell count: 0.27; Ins promoter up cell count: 841; MT stabilizer Hoechst-high %: 2.2; MT stabilizer cytotoxicity %: 1.3; Autophagy mod cell loss 18 h: 3.5

How did CCOC(=O)c1cc(NC(=O)c2cnccn2)cc(C(=O)OCC)c1 do in these assays?
Ins promoter up: -0.08; Dynein transport: 2.59; ER stress rescue: 1.1%; Autophagy mod: inactive; MT stabilizer: 3.2; Yfh1-off respiration: inactive; M1AAP inhibition: -1.6%; Hep lipid drop: -2.9; M17LAP inhibition: 3.4%; Dynein transport cytoplasmic EGFP: 0.169; Dynein transport nuclear GR-EGFP: 2.85; Dynein transport cell count: -3.2; Ins promoter up cell count: 1359; Hep lipid drop cells 6.5 µM: 759; MT stabilizer Hoechst-high %: 2.0; MT stabilizer cytotoxicity %: 1.3; Autophagy mod cell loss 18 h: -5.1

What do the screens show for `CC(=O)N1CCN=C1SCc1ccccc1`?
Ins promoter up: 0.9; Dynein transport: -0.368; ER stress rescue: 0.1%; Autophagy mod: inactive; MT stabilizer: 6.7; Yfh1-off respiration: inactive; M1AAP inhibition: 1.2%; M17LAP inhibition: 4.7%; Dynein transport cytoplasmic EGFP: -0.191; Dynein transport nuclear GR-EGFP: -0.00391; Dynein transport cell count: 0.328; Ins promoter up cell count: 924; MT stabilizer Hoechst-high %: 3.4; MT stabilizer cytotoxicity %: 9.3; Autophagy mod cell loss 18 h: 2.9

How did CC1(C)OC(=O)C(=Cc2ccc(-c3ccc(S(N)(=O)=O)cc3)o2)C(=O)O1 do in these assays?
Ins promoter up: 0.41; Dynein transport: -0.505; ER stress rescue: 0.7%; Autophagy mod: inactive; MT stabilizer: 2.8; Yfh1-off respiration: inactive; M1AAP inhibition: 10.7%; Hep lipid drop: 15.2; M17LAP inhibition: 42.6%; Dynein transport cytoplasmic EGFP: -0.327; Dynein transport nuclear GR-EGFP: 0.0618; Dynein transport cell count: 0.445; Ins promoter up cell count: 1530; Hep lipid drop cells 6.5 µM: 703; MT stabilizer Hoechst-high %: 3.0; MT stabilizer cytotoxicity %: 6.5; Autophagy mod cell loss 18 h: 4.8

What do the screens show for `O=C(NC1CCCC1)C(c1ccc(Cl)cc1)N1CCc2ccccc21` (centres undefined)?
Ins promoter up: -0.53; Dynein transport: 1.53; ER stress rescue: -0.7%; Autophagy mod: inactive; MT stabilizer: 4.8; Yfh1-off respiration: inactive; M1AAP inhibition: -3.8%; M17LAP inhibition: 1.3%; Dynein transport cytoplasmic EGFP: 0.206; Dynein transport nuclear GR-EGFP: 1.04; Dynein transport cell count: -1.86; Ins promoter up cell count: 1039; MT stabilizer Hoechst-high %: 2.4; MT stabilizer cytotoxicity %: 11.3; Autophagy mod cell loss 18 h: 13.8

Results for CC(Sc1nc(-c2ccccc2)cc(C(F)(F)F)n1)C(=O)N1CCCCC1 (centres undefined) ?
Ins promoter up: -1.08; Dynein transport: 0.541; ER stress rescue: -0.1%; Autophagy mod: inactive; MT stabilizer: 2.0; Yfh1-off respiration: inactive; M1AAP inhibition: 2.2%; M17LAP inhibition: -8.9%; Dynein transport cytoplasmic EGFP: -0.176; Dynein transport nuclear GR-EGFP: -0.306; Dynein transport cell count: -1.04; Ins promoter up cell count: 1634; MT stabilizer Hoechst-high %: 1.8; MT stabilizer cytotoxicity %: 1.2; Autophagy mod cell loss 18 h: 1.7

What do the screens show for `CCN(CC)c1ccc(/C=C2/SC(=O)N(C(C)C)C2=O)o1`?
Dynein transport: -4.02; ER stress rescue: 3.8%; Autophagy mod: inconclusive; MT stabilizer: 2.0; Yfh1-off respiration: inactive; M1AAP inhibition: 2.5%; Hep lipid drop: 6.7; M17LAP inhibition: 14.2%; Dynein transport cytoplasmic EGFP: 9.89; Dynein transport nuclear GR-EGFP: -1.23; Dynein transport cell count: 0.657; Hep lipid drop cells 6.5 µM: 734; MT stabilizer Hoechst-high %: 3.1; MT stabilizer cytotoxicity %: 1.2

Results for O=C(Cn1nnc(-c2cccs2)n1)NCc1ccccc1 ?
Ins promoter up: 0.6; Dynein transport: -1.47; ER stress rescue: -1.0%; Autophagy mod: inactive; MT stabilizer: 1.5; Yfh1-off respiration: inactive; M1AAP inhibition: -0.8%; Hep lipid drop: 9.2; M17LAP inhibition: 0.8%; Dynein transport cytoplasmic EGFP: -0.184; Dynein transport nuclear GR-EGFP: -0.723; Dynein transport cell count: 0.744; Ins promoter up cell count: 1648; Hep lipid drop cells 6.5 µM: 652; MT stabilizer Hoechst-high %: 1.2; MT stabilizer cytotoxicity %: 7.0; Autophagy mod cell loss 18 h: 15.8

What do the screens show for `CCC(=O)NCCCCCCNC(=O)CC`?
Ins promoter up: -0.95; Dynein transport: -0.385; ER stress rescue: -1.0%; Autophagy mod: inactive; MT stabilizer: 1.1; Yfh1-off respiration: inactive; M1AAP inhibition: 2.2%; Hep lipid drop: 10.4; M17LAP inhibition: 8.7%; Dynein transport cytoplasmic EGFP: -0.26; Dynein transport nuclear GR-EGFP: -0.365; Dynein transport cell count: 0.765; Ins promoter up cell count: 1068; Hep lipid drop cells 6.5 µM: 796; MT stabilizer Hoechst-high %: 1.0; MT stabilizer cytotoxicity %: 9.9; Autophagy mod cell loss 18 h: -0.1

How did CC(=O)c1cnc2c(-c3ccc(Cl)cc3)c(C)nn2c1C do in these assays?
Ins promoter up: 0.79; Dynein transport: -0.754; ER stress rescue: 0.5%; Autophagy mod: inactive; MT stabilizer: 3.3; Yfh1-off respiration: inactive; M1AAP inhibition: 2.9%; Hep lipid drop: 0.5; M17LAP inhibition: 3.2%; Dynein transport cytoplasmic EGFP: 0.364; Dynein transport nuclear GR-EGFP: -0.451; Dynein transport cell count: 0.495; Ins promoter up cell count: 1164; Hep lipid drop cells 6.5 µM: 734; MT stabilizer Hoechst-high %: 1.6; MT stabilizer cytotoxicity %: 1.2; Autophagy mod cell loss 18 h: -5.1

What do the screens show for `CCCCOc1ccccc1Cn1c(=O)oc2ccccc21`?
Ins promoter up: 0.56; Dynein transport: 0.0427; ER stress rescue: 0.9%; Autophagy mod: inactive; MT stabilizer: 3.3; Yfh1-off respiration: inactive; M1AAP inhibition: -0.6%; M17LAP inhibition: -7.2%; Dynein transport cytoplasmic EGFP: -0.192; Dynein transport nuclear GR-EGFP: 0.315; Dynein transport cell count: -0.209; Ins promoter up cell count: 1371; MT stabilizer Hoechst-high %: 2.0; MT stabilizer cytotoxicity %: 8.6; Autophagy mod cell loss 18 h: 0.6

What do the screens show for `COc1cc2c3c(c1OC)C1(C=CC(=O)C=C1)CC3N(C(=O)CCC(=O)O)CC2` (centres undefined)?
Ins promoter up: 0.79; Dynein transport: -0.524; Yfh1-off respiration: inactive; M1AAP inhibition: 2.9%; Hep lipid drop: 10.2; M17LAP inhibition: -4.2%; Dynein transport cytoplasmic EGFP: -0.23; Dynein transport nuclear GR-EGFP: 0.146; Dynein transport cell count: 0.461; Ins promoter up cell count: 1031; Hep lipid drop cells 6.5 µM: 716
